Screening data as filed in PubChem BioAssay.
aGlu spleen mod = lysosomal alpha-glucosidase (human) modulation. hit rate 0.006% among 240,000. human spleen homogenate, 4-MU-alpha-glucoside fluorescence. Potency, µM (titrated, usually from 79.9 µM), inactives show top-dose activity change, negative = inhibition, hits mostly inhibitors;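 further: 0% = enzyme with vehicle and -100% = no enzyme basal signal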
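Compounds were titrated against alpha-glucosidase in spleen homogenate at pH 5.0, with 1 mM 4-methylumbelliferyl substrate for 40 min at 37 C. Reactions were quenched with pH 10 NaOH/glycine and fluorescence measured.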
HTT ATP protect = Huntington cell model cytoprotection by ATP luminescence; PC12 HTT-Q103 induced, cytoprotection, ATP luminescence, 40 h; Potency, µM (doses to about 56.4 µM), inactives show cytoprotection (ATP increase), usual class: activators; hit rate 0.14% among 230,000;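 further: % of control where 0% means no effect; nearly all actives have a fitted effect of over 45% in size; toxic huntingtin expression switched on by the ecdysone agonist tebufenozide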
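Stable PC12 Q103-GFP cells in serum-supplemented, phenol red-free DMEM; induction by tebufenozide at 100 nM final; compound dose series; cell viability quantified luminescently from ATP.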
GAA inh = blocks human lysosomal alpha-glucosidase | purified human GAA, 4-MU-alpha-glucoside fluorescence | Potency, µM (doses to about 76.9 µM), for inactives: at the highest dose activity change, negative = inhibition, actives largely listed as inhibitors | hit rate 0.005% among 200,000;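 further: plate controls were uninhibited enzyme wells for no effect and no-enzyme background for full effect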
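Fluorogenic assay: 4 nM human alpha-glucosidase with 400 uM 4-methylumbelliferyl-alpha-D-pyranoside in 50 mM citrate/phosphate, 0.005% Tween-20, pH 5.0, 20 min at room temperature. Compounds tested up to 77 uM; AC50 from Hill fits.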
Tau fibril FP = blocks human tau fibril formation measured by polarization; K18 P301L tau heparin fibrillization, Alexa594 FP, 6 h; Potency, µM (doses to about 57.7 µM), without a hit: at the highest dose activity, negative = inhibition, usual class: inhibitors; hit rate 0.39% among 280,000; AID 1468; further: on the % scale 0 is the no-effect control and ±100 the full control effect; nearly all actives have a fitted effect of over 55% in size
Target sequence (P10636 561-689 P618L limits assumed): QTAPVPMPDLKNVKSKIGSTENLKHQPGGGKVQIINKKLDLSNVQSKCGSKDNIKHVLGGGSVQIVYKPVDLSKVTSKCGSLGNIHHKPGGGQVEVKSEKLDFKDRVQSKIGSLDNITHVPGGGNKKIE
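Quantitative HTS format: compounds meet 15 uM recombinant K18 P301L tau and Alexa 594-tau tracer in 100 mM sodium acetate pH 7; 20 uM heparin triggers fibrillization at 37 C over 6 hr; FP gives the signal.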
GAA glycogen = inhibitors or activators of human alpha-glucosidase glycogen cleavage; P10253; AID 2100; Potency, µM (series often up to 76.4 µM), inactives show at the top dose activity change, negative = inhibition, most hits filed as inhibitors; hit rate 0.38% among 300,000; recombinant GAA, glycogen substrate, Amplex Red glucose oxidase fluorescence;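 further: 0% = full enzyme reaction and -100% = no-enzyme basal signal; the screen sought inhibitors and activators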
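Natural-substrate format: glycogen cleavage by 4 nM human enzyme, glucose read by Amplex Red coupling (Ex 573, Em 610 nm). Normalized to enzyme and no-enzyme controls.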
aGal spleen mod = inhibits or activates alpha-galactosidase in human spleen homogenate; hit rate 0.008% among 240,000; human spleen homogenate, 4MU-alpha-Gal fluorescence, 40 min; Potency, µM (doses to about 80 µM), for inactives: top-dose activity change, negative = inhibition, hits mostly inhibitors; P06280;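 further: 0% = enzyme with vehicle and -100% = no enzyme basal signal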
Target sequence (P06280 32-429 limits assumed): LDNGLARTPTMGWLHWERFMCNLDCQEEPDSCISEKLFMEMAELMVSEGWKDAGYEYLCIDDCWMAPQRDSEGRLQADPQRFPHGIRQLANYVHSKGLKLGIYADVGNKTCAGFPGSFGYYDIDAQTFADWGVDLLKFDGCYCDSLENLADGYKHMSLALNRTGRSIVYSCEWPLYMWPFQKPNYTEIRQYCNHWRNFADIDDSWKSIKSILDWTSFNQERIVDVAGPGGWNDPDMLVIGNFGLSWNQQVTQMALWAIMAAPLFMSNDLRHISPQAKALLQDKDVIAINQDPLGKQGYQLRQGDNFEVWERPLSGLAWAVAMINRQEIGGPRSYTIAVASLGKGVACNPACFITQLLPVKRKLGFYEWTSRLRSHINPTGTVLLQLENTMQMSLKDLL
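Fluorogenic readout (Ex 365/Em 440 nm) of 4-methylumbelliferone released from 1 mM 4-MU-alpha-galactoside by spleen homogenate, 40 min at 37C, pH 5.0. Data normalized to no-enzyme and enzyme controls; Hill-equation AC50 from compound titrations.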
Tau ThT inhib = blocks human tau fibril formation measured by thioflavin T; P10636; recombinant tau K18 P301L, heparin-induced fibrillization, ThT fluorescence; Potency, µM (top dose mostly 57.4 µM), for the others: top-dose activity, negative = inhibition, actives largely listed as inhibitors; hit rate 2.1% among 270,000; AID 1460; further: on the % scale 0 is the no-effect control and ±100 the full control effect; nearly all actives have a fitted effect of over 55% in size
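Fibril formation assay: tau K18 P301L at 15 uM with trace Alexa 594 label, heparin inducer 20 uM, pH 7 sodium acetate buffer, 37 C for 6 hr; endpoint ThT signal.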
Tau fluor counter = counter-screen for tau fibril formation inhibitors. tau K18 P301L (four-repeat tau fragment) Alexa594 fluorescence, heparin fibrillization. Potency, µM (highest dose often 57.7 µM), inactives show top-dose activity change, negative = decrease. hit rate 0.93% among 280,000. AID 1463; further: on the % scale 0 is the no-effect control and ±100 the full control effect; nearly all actives have a fitted effect of over 55% in size
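Human K18 P301L tau (15 uM unlabeled plus 0.24 uM Alexa 594-labeled, final) in 100 mM sodium acetate pH 7 was mixed with compound and 20 uM heparin and incubated 6 hr at 37 C.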
The depositor's hits bear a star; ? = inconclusive; . = no result given; & = joins results of further samples; [ ] = remark or other dose. The call rests on the fitted dose curve; in most records, active means well fitted curve in the direction sought with a large enough effect; inconclusive means small, poorly fitted or top-dose-only effect, or another doubt; inactive means no such curve, though single readings can be large; an effect the other way counts as inactive or inconclusive. Potency means the concentration at half of the fitted maximal effect.

Results follow in this order: aGlu spleen mod | HTT ATP protect | GAA inh | Tau fibril FP | GAA glycogen | aGal spleen mod | Tau ThT inhib | Tau fluor counter
Cc1cccc(C(=O)Nc2ccc(CC(=O)O)cc2)c1
  -3% | -25% | -2% | 6% | 4% | ? | 4% | 4%
Cn1c(N)c(C(=O)COC(=O)CCC2CCCC2)c(=O)n(C)c1=O
  2% | -8% | -6% | 8% | -1% | -1% | 1% | -5%
CCCCOc1ccc(NC(=O)c2cnc(C)cn2)cc1
  -4% | -26%[10 µM] | -8% | 7% | 3% | -11% | ? | -13%
COCCNC(=O)Cn1c(=O)n(CCCCCC(=O)NCc2ccc3c(c2)OCO3)c(=O)c2sccc21
  2% | 3%[10 µM] | -4% | 3%&-6% | -2% | 1% | -1%&-1% | -2%&-10%
O=C(Nc1nc(-c2cccs2)cs1)C1=COCCO1
  -7% | -6%[10 µM] | 1% | 8% | 11% | -2% | ? | -25%
C=CCc1cc(C)ccc1OCCn1ccnc1
  -2% | -7% | -3% | -4% | 9% | -2% | -12% | -13%
Cc1ccc(S(=O)(=O)N(C)C)cc1[N+](=O)[O-]
  7% | 15%[10 µM] | . | 6% | -2% | 6% | 1% | 3%
COc1ccc(CNc2nc(C)c([N+](=O)[O-])c(C)c2C#N)cc1
  -12% | 15%[10 µM] | ? | -12% | -8% | -8% | -4% | -16%
CCOc1ccc(CCNC(=O)COC(=O)c2ccco2)cc1OCC
  -9% | ? | 6% | 1% | 6% | -1% | -14% | -4%
COc1ccc(Nc2nc(C)cc(C)c2C#N)cc1
  -14% | 2% | ? | 2% | -3% | -4% | -8% | -1%
COc1ccccc1OCC(=O)Nc1ccc(CSc2ccccc2)cc1C
  -6% | -20% | -1% | -5% | 4% | -3% | ? | -27%
CCCSc1nnc2c(n1)OC(CC)N(C(C)=O)c1ccccc1-2 (stereo unspecified)
  . | . | . | -1% | -10%[76.3 µM] | . | -7% | -10%
CCCCOC(=O)Nc1ccc(S(=O)(=O)Nc2nc(C)cc(C)n2)cc1
  -5% | 6% | 2% | 6% | -5% | ? | 1% | 6%
Cc1nnc(SCc2ccc([N+](=O)[O-])cc2)[nH]c1=O
  5% | -10%[1.9 µM] | 10% | -11% | 15% | 3% | 0% | -3%
N#Cc1c(NC(=O)CSc2ncnc3sccc23)oc(-c2ccco2)c1-c1ccco1
  1% | 6%[10 µM] | -5% | 4% | -30% | 1% | ? | ?
CC1=CC2=NC(=O)CC(C)(C(=O)N(CC(=O)NC(C)(C)C)Cc3ccccc3)N2C=C1 (stereo unspecified)
  -2% | 33%[10 µM] | 6% | -11% | 6% | -6% | -9% | -9%
CC1(C)CC(=O)c2cc(C(=O)N3CCN(CCO)CC3)c(=O)n(-c3ccc(Cl)cc3)c2C1
  -9% | 3% | 0% | 4% | 4% | 20% | -12% | -7%
Cc1ccccc1C(=O)NCC(=O)Nc1ccccc1C(F)(F)F
  2% | -5% | 4% | 5% | 0% | 7% | -2% | 4%
CCN(CCNS(=O)(=O)c1ccc2[nH]c(=O)sc2c1)c1ccccc1
  -12% | -32%[10 µM] | -3% | 9% | -23% | 13% | -8% | -21%
CNC1=C(N(C(C)=O)c2ccc(Br)cc2)C(=O)c2ccccc2C1=O
  3% | . | -1% | 2% | 9% | -6% | ? | -10%
COc1ccc(N(Cc2cccs2)C(=O)Nc2ccccc2)cc1
  . | . | . | 10% | -2%[76.3 µM] | . | -4% | -15%
Cc1cccc(-n2ncc3c(Nc4c(C)n(C)n(-c5ccccc5)c4=O)ncnc32)c1
  -3% | -1% | -2% | -9% | 11% | 2% | 12% | 3%
Fc1cccc(Oc2nc3ccccc3n3cccc23)c1
  -17% | 15%[10 µM] | 7% | ? | 1% | -17% | -10% | -19%
CC1CCN(c2nc3c(c(=O)[nH]c(=O)n3C)n2CC(C)CSc2nnnn2-c2ccccc2)CC1 (stereo unspecified)
  -9% | 25%[10 µM] | -11% | 2% | 11% | 2% | -7% | 1%
CCc1nnc(NC(=O)c2nc3nccc(C)n3n2)s1
  -8% | -5%[10 µM] | -5% | -3% | 8% | 0% | 0% | 1%
COC(=O)C1C(C(=O)OC)C1(c1ccccc1)c1ccccc1 (stereo unspecified)
  -1% | -2%[10 µM] | . | 0% | 5% | 3% | 1% | -4%
O=C(Nc1ccc2c(c1)OCCO2)N1CCN(c2ccc(F)cc2)CC1
  -14% | -1%[10 µM] | 4% | 8% | 0% | -5% | ? | -13%
N/C(CCCN1CCCCC1)=N/O
  -11% | 14% | -12% | -3% | 2% | 2% | -9% | -6%
CCOC(=O)Cc1csc(NC(=O)/C=C\c2ccccc2Cl)n1
  -18% | -34%[10 µM] | 1% | ? | -7% | 5% | -17% | -29%
CCn1c(SCC(=O)Nc2cccc(NC(=O)c3ccco3)c2)nnc1-c1cccs1
  -2% | -24%[10 µM] | 4% | -7% | 3% | 4% | ? | -11%

Reprinted from the part before: 4 compounds; new compounds follow.
smiles | aGlu spleen mod | HTT ATP protect | GAA inh | Tau fibril FP | GAA glycogen | aGal spleen mod | Tau ThT inhib | Tau fluor counter
O=C(Nc1ccc2c(c1)OCCO2)N1CCN(c2ccc(F)cc2)CC1 | -14% | -1%[10 µM] | 4% | 8% | 0% | -5% | ? | -13%
N/C(CCCN1CCCCC1)=N/O | -11% | 14% | -12% | -3% | 2% | 2% | -9% | -6%
CCOC(=O)Cc1csc(NC(=O)/C=C\c2ccccc2Cl)n1 | -18% | -34%[10 µM] | 1% | ? | -7% | 5% | -17% | -29%
CCn1c(SCC(=O)Nc2cccc(NC(=O)c3ccco3)c2)nnc1-c1cccs1 | -2% | -24%[10 µM] | 4% | -7% | 3% | 4% | ? | -11%
O=C(NNC(=O)c1csc(-c2cccnc2)n1)c1ccccc1 | -4% | -29%[10 µM] | . | 0% | -8% | -15% | . | -27%
CC(C)C(OC(=O)c1ccco1)C(=O)NCc1ccccc1 (stereo unspecified) | -6% | 19%[10 µM] | -5% | -2% | -1% | -3% | 1% | 4%
COCC(C)NC(=O)c1ccccc1OC(C)=O (stereo unspecified) | 0% | 12% | -6% | 0% | 12% | 5% | -4% | 1%
COc1ccc(CCC(=O)Nc2cc(Cl)ccc2OC)cc1 | 2% | 6% | -5% | -3% | -2% | 3% | -24% | -15%
Cc1ccc(CNC(=O)CN(CCc2ccccc2)S(C)(=O)=O)cc1 | 2% | 16% | 7% | -3% | 10% | -8% | -9% | -15%
COc1ccc(-c2csc(NC(=S)NC(=O)/C=C/c3ccccc3)n2)cc1Br | 4% | 18%[10 µM] | -1% | ? | 9% | 8% | ? | -14%
O=C(CSCC(=O)N1CCN(c2ccccc2)CC1)Nc1nc(-c2ccc(Cl)s2)cs1 | 1% | 18%[10 µM] | -14% | 3% | 1% | -17% | ? | -28%
COc1ccc(N=C2SC(C(=O)Nc3ccc4c(c3)OCO4)CC(=O)N2C)cc1 (stereo unspecified) | 1% | -25% | -4% | 12% | 6% | -6% | ? | ?
Cc1ccc(S(=O)(=O)NCCN2CCOCC2)c(C)c1C | 0% | . | 5% | 0% | 9% | 1% | 0% | 1%
CC1CCC2(CC1)NC(=O)N(CC(=O)NC(=O)Nc1ccc3c(c1)OCCO3)C2=O (stereo unspecified) | -3% | -2%[10 µM] | . | -8% | 8% | -1% | -4% | -5%
CCS(=O)(=O)c1ccc(C(=O)Nc2ccccc2OC)c(Cl)c1Cl | 6% | -74% | 6% | 2% | -12% | -4% | -3% | -2%
COc1ccc(CCNC(=O)C(C)n2nc(C)c3sc4ccccc4c3c2=O)c(OC)c1 (stereo unspecified) | . | . | . | 7% | -14%[76.3 µM] | . | ? | -19%
CCS(=O)(=O)N1Cc2ccccc2CC1C(=O)NCC12CC3CC(CC(C3)C1)C2 (stereo unspecified) | -19% | -2% | -6% | -5% | 2% | -2% | -25% | -14%
CCOC(=O)CNC(c1ccccc1)c1cc(Br)ccc1NC(=O)c1cccc(Cl)c1 (stereo unspecified) | . | . | . | -2% | -13%[76.3 µM] | . | -1% | -18%
O=C(Nc1ccc(F)cc1)c1ccc2nsnc2c1 | 3% | 8%[10 µM] | . | 0% | 5% | 5% | ? | -17%
COc1cc(C2c3c(oc4ccccc4c3=O)C(=O)N2c2nccs2)ccc1O (stereo unspecified) | 1% | -10%[10 µM] | . | 5% | 5% | -5% | . | -24%
COc1ccc(CCn2c(C)cc(C(=O)CSc3nnnn3C)c2C)cc1 | -8% | -4%[10 µM] | -5% | 2% | 5% | -10% | -23% | -10%
N=c1c(S(=O)(=O)c2ccccc2)cc2c(=O)n3ccccc3nc2n1CC1CCCO1 (stereo unspecified) | 6% | -15%[10 µM] | ? | 3% | 3% | ? | -14% | -5%
Cc1ccc(SC(C)C(=O)Nc2ccc(S(=O)(=O)N3CCOCC3)cc2)cc1 (stereo unspecified) | 7% | 12% | ? | -3% | -1% | 1% | -4% | -6%
Cc1ccc2oc3c(c(=O)c2c1)C(c1cccc(O)c1)N(c1ccccn1)C3=O (stereo unspecified) | -9% | -4% | -3% | 3% | -9% | -12% | -14% | -24%
O=C(CNC1CCN(Cc2ccccc2)CC1)Nc1ccc(S(=O)(=O)N2CCCCC2)cc1 | -12% | -90%[inhibitor][10 µM] | . | 0% | 4% | 1% | -3% | -10%
COc1ccc(Cc2nc3ccccc3[nH]2)cc1OC | 0% | -1%[10 µM] | 6% | 1% | -10% | 0% | -4% | -3%
